# GalR3 antagonist: human GalR3 antagonism | HEK293 GalR3-CNG cAMP membrane potential fluorescence; galR3 body fused to GalR1 C-terminus | AID 651719 | inhibition, % at 3 µM | 360,000 tested, 0.44% active;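 active = inhibition above the screen-wide average plus 3 SD, cut at about 13% in these data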;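 note: forskolin and galanin both at EC90 stimulate the cells; cAMP rise reported by CNG channel membrane potential dye signal; 0% = forskolin plus galanin with DMSO and 100% = forskolin alone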
# Target sequence (O60755 1-299 limits assumed): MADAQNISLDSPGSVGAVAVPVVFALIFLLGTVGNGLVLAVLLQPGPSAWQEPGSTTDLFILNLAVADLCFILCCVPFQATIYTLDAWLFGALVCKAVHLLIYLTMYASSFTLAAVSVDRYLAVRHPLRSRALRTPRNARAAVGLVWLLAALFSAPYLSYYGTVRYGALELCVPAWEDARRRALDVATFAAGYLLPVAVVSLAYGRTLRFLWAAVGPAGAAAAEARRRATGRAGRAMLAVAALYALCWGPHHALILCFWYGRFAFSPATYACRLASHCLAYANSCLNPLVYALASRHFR
# The depositor's hits bear a star.
SMILES,GalR3 antagonist
CC1CCN(CCNC(=O)c2ccc3c(=O)n(CCc4ccccc4)c(=O)[nH]c3c2)CC1,-2
OC[C@@H]1CN(Cc2ccc(-c3ccccc3)cc2)C[C@H](n2cnc3c(NCc4ccncc4)ncnc32)O1,-2
C[C@H](NC(=O)c1ncn2c1c(=O)[nH]c1ccccc12)c1ccccc1,-5
O=C(N[C@H](C(=O)N1CCC[C@H]1C(=O)NC1CCCC1)C1CCCCC1)c1ccc(Cl)c(Cl)c1,-7
COc1ccc(-c2cc(CNc3nc(NCc4ccccc4OC)nc4ccsc34)on2)cc1,-2
Cc1cccc(CC2(O)C(=O)Nc3ccccc32)n1 (stereo unspecified),-5
COc1ccc(NC(=O)c2cc3ccccc3oc2=O)cc1,1
CCCCN1CC(COCc2ccccc2)Oc2ccccc2S1(=O)=O (stereo unspecified),-10
CC(C)CNC(=O)C1(C)CCCN1C(=O)CCc1cccs1 (stereo unspecified),-2
O=C1CC2(CCN1)CCN(Cc1ccccc1)CC2,-4
O=C(CSc1nnc(C2CC2)n1C1CC1)c1cc(F)ccc1F,-6
CC1(C(=O)NS(=O)(=O)c2cccc(OC(F)F)c2)CCN1C(=O)COc1ccc(Cl)cc1 (stereo unspecified),-1
CN(C)C(=O)c1ccc(NC(=O)c2cccc(-n3cnnn3)c2)cc1,-1
O=C(CN1C(=O)c2ccccc2C1=O)NC(Cc1ccccc1)C(=O)O (stereo unspecified),-7
CCn1cc(C(=O)NC2CCCC2)c(=O)c2cc(S(=O)(=O)N3CCOCC3)ccc21,-3
COc1ncccc1C(=O)N1CCCC(C(=O)Nc2cccc(-c3ccc(F)cc3)c2)C1 (stereo unspecified),-6
C#CCOCCOCCOCCNc1nc(N2CCN(C(=O)Cn3cc(CCO)nn3)CC2)nc(N2CCN(C(=O)[C@H]([C@@H](C)CC)n3cc(CCCN=C(N)N)nn3)CC2)n1,-1
CC(C)C1Cc2[nH]c(=S)[nH]c(=O)c2C(c2ccc(F)cc2)O1 (stereo unspecified),-5
CCCS(=O)(=O)NC(=O)C1(C)CCCN(C(=O)c2cccs2)C1 (stereo unspecified),1
CC(=O)Nc1ccc(NC(=O)c2ccc(Cl)c(S(=O)(=O)N3CCc4ccccc43)c2)cc1,-2
Cc1ccc(Cc2c(-c3ccco3)nc3c(C)cc(Br)cn23)cc1,34*
COCc1[nH]nc2c1C(c1ccc(Br)cc1)N(Cc1ccccc1)C2=O (stereo unspecified),-8
COCCCN1C(=O)C(CC(=O)NCCc2ccccn2)CC(C(=O)N2CCCCCC2)=C1C (stereo unspecified),-7
COc1ccc(C(NC(=O)C2CCN(CCCOc3ccccc3)CC2)c2cccs2)cc1 (stereo unspecified),-1
COc1ccc(Nc2c(CC(C)C)nc3nc(C)cc(C)n23)cc1,-7
SMILES,GalR3 antagonist
O=C1CSC(=S)N1N=Cc1c(O)ccc2ccccc12,-3
COc1ccc([C@H]2C[C@H](O)C[C@@H](CCn3cc(-c4ccccc4)nn3)O2)cc1,-4
COc1ccc(CNC(=O)N(C)C[C@@H]2OCc3ccccc3-c3c(n(C)c4ccccc34)C(=O)N([C@@H](C)CO)C[C@@H]2C)cc1,0
COC(=O)[C@]12C[C@H](CC(=O)NCCCN3CCCC3=O)C(=O)N(CCC3=CCCCC3)C1=C[C@H](COCc1ccccc1)O[C@@H]2C,6
COc1ccc(CNC(=O)[C@@H](Cc2ccccc2)NC(=O)[C@H]2O[C@@H](n3cnc4c(=O)[nH]c(N)nc43)[C@H](O)[C@@H]2O)cc1,-3
C(=C\c1ccccc1)/CN1CCN(C(c2ccccc2)c2nnnn2C2CCCC2)CC1 (stereo unspecified),0
COC(=O)N1C[C@H](OC(=S)Nc2ccc(OC)cc2OC)[C@H]2C[C@@H]1c1ccccc1O2,-2
COc1ccc(-c2cnc3c(NC(C)=O)cc(-c4cccc(C(=O)N(C)C)c4)cn23)cc1OC,-3
CC(=O)Nc1cccc(-c2ccnc3c2CC(C(=O)Nc2cccc(NS(C)(=O)=O)c2)O3)c1 (stereo unspecified),1
CC1=C(C(=O)N2CCCCCC2)CC(CC(=O)NCCN2CCOCC2)C(=O)N1Cc1ccccc1 (stereo unspecified),-2
CC1CCCCC1=NNC(=O)c1ccccc1 (stereo unspecified),-4
N#Cc1ccc(C(=O)N2CCCCC2c2cc(C(=O)NCc3ccccc3)no2)cc1 (stereo unspecified),-4
CCN(C(=O)COC(=O)c1ccccc1Nc1ccccc1)c1c(N)n(Cc2ccccc2)c(=O)[nH]c1=O,-4
CCOC(=O)c1c(-c2cc(OC)c(OC)c(OC)c2)csc1NC(=O)c1ccccc1,-5
O=C(c1ccco1)N1CCN(C2CN(Cc3ccc(F)cc3)S(=O)(=O)C2)CC1 (stereo unspecified),-7
COc1ccc(N2CCCC2=O)cc1S(=O)(=O)N1CCOCC1,-7
COCCNC(=O)C1(C)CCN(Cc2csc(-c3ccc(Cl)cc3)n2)C1 (stereo unspecified),-5
O=C(CN1CCN(S(=O)(=O)c2ccc3c(c2)OCCO3)CC1)Nc1cccc(F)c1,-2
CN1CCC(N2CCN(C3CN(Cc4ccc(F)cc4)S(=O)(=O)C3)CC2)CC1 (stereo unspecified),-2
CCOC(=O)c1ccccc1NC(=O)COC(=O)C(Cc1c[nH]c2ccccc12)NC(C)=O (stereo unspecified),6
COC(=O)C[C@@H]1OC[C@H](C)N1S(=O)(=O)c1ccc(C)cc1,-3
Cc1cccc(NC(=O)c2ncn3c2C(=O)N[C@@H](C)C3)c1,-5
Cc1cc(OCC(=O)Nc2nnc(C3CC3)s2)ccc1Cl,-9
COc1ccccc1NC(=O)C(C)OC(=O)Cc1ccsc1 (stereo unspecified),2
COc1ccc(C=C2NC(=O)NC2=O)cc1O,-7

# Given tab-delimited: entries from further up.
compound	GalR3 antagonist
COc1ccc(CNC(=O)N(C)C[C@@H]2OCc3ccccc3-c3c(n(C)c4ccccc34)C(=O)N([C@@H](C)CO)C[C@@H]2C)cc1	0
COC(=O)[C@]12C[C@H](CC(=O)NCCCN3CCCC3=O)C(=O)N(CCC3=CCCCC3)C1=C[C@H](COCc1ccccc1)O[C@@H]2C	6
COc1ccc(CNC(=O)[C@@H](Cc2ccccc2)NC(=O)[C@H]2O[C@@H](n3cnc4c(=O)[nH]c(N)nc43)[C@H](O)[C@@H]2O)cc1	-3
C(=C\c1ccccc1)/CN1CCN(C(c2ccccc2)c2nnnn2C2CCCC2)CC1 (stereo unspecified)	0

# Continuation:
SMILES,GalR3 antagonist
O=C(O)C1C2CCC(CC2)C1C(=O)O (stereo unspecified),-6
O=C(O)C1CCN(Cc2oc(CO)cc(=O)c2O)C1 (stereo unspecified),-1
COC(=O)[C@@]12C[C@@H](CC(=O)NCc3ccccc3)C(=O)N(Cc3cccc4ccccc34)C1=CCC(C)(C)C2,1
CC(C)(C)N(Cc1ccccc1)C(=O)COC(=O)C1=NN(c2ccccc2)C(=O)CC1,0
CCc1cc2c(nc1CC)CCCN2S(=O)(=O)c1ccc(F)cc1,-4
CCN1C(=O)[C@H]2[C@@H](c3ccc(OC)cc3)N[C@]3(CCCN(Cc4ccc(Br)cc4)C3=O)[C@H]2C1=O,2
CCCCOCC1CN(CCCC)S(=O)(=O)c2c(Oc3ccc(F)cc3)cccc2O1 (stereo unspecified),3
CCOc1c(Br)cc(C(=O)Nc2cccc(S(=O)(=O)N3CCOCC3)c2)cc1OC,-6
O=C(NCCc1ccccc1F)C1CC(=O)N(c2ccc3c(c2)OCCO3)C1 (stereo unspecified),1
Cc1cccc(C)c1NC(=O)C(C1CC1)n1c(-c2ccc(=O)[nH]c2)nc2ccccc21 (stereo unspecified),-5
Cc1cn([C@H]2C[C@H](O)[C@@H](/C=C/C(=O)NCCc3ccc(S(N)(=O)=O)cc3)O2)c(=O)[nH]c1=O,-7
CCCCOCCCNC(=O)C[C@@H]1C[C@@]2(C(=O)OC)CCCCC=C2N(CCC2=CCCCC2)C1=O,-8
OC[C@@H]1CN(Cc2cccnc2)C[C@H](n2cnc3c(NC4CCCC4)ncnc32)O1,-8
OC[C@@H]1CN(CCN2CCOCC2)C[C@H](n2cnc3c(NCc4ccc(F)cc4)ncnc32)O1,-1
COCC#Cc1ccc2c(c1)O[C@H](CN(C)C(=O)c1ccccc1)[C@@H](C)CN([C@H](C)CO)S2(=O)=O,-3
OC(c1cccc(Cl)c1)c1nc(-c2ccc(Cl)cc2)cs1 (stereo unspecified),-5
CCOC(=O)[C@]12CCC=C1N(Cc1ccc(Cl)cc1Cl)C(=O)[C@H](CC(=O)NCCCN1CCCC1=O)C2,-6
CCCc1nc2ccc(C)cn2c1Cc1ccccc1,-7
O=C1NC[C@H](CCCCN2CCN(CCC3CCCCC3)C(=O)C2=O)N(CCC2CCCCC2)C1=O,-3
CN(C)CCCNc1nc2cc(-c3ccccc3CO)sc2c(=O)n1C,-6
COC1=NC2=NCCN2C(OC)=N1,-7
O=C(Nc1nnc([C@H]2C[C@H](O)[C@@H](CO)O2)s1)c1cccc(C(F)(F)F)c1,0
COc1ccc(CCN2CC(C(=O)OCc3ccccc3Cl)CC2=O)cc1OC (stereo unspecified),0
CC(=O)Nc1ncc(Sc2ccc([N+](=O)[O-])cc2)s1,-7
CC(=O)c1ccc(N2CCN(S(=O)(=O)c3ccc4c(c3)C(Cl)(Cl)C(=O)N4)CC2)cc1,-5
SMILES,GalR3 antagonist
COc1ccc(C(=O)C(OP(=O)(OC)OC)c2ccccc2OC)cc1 (stereo unspecified),-5
Cc1cccc(C)c1NC(=O)C1(C)CSCC(=O)N1CCOc1ccccc1 (stereo unspecified),2
O=C(c1cccs1)N1C[C@@H](n2cc(-c3ccc(F)cc3)nn2)[C@H](O)C[C@@H]1c1ccccc1,-5
O=C(OCc1cn([C@H]2C[C@H](c3ccc(Cl)cc3)N(C(=O)C3CCCCC3)C[C@@H]2O)nn1)c1ccccc1,-8
Cc1ccc(-c2cc(NC(=O)Cc3c[nH]c4ccccc34)ccc2N(C)c2cccnc2)cc1,-3
CCOc1nc(OCC)c2[nH]c(C(=O)O)c(Br)c2n1,-1
Nc1ccn([C@@H]2O[C@H](CNCc3ccc(Oc4cc(-n5cccn5)ncn4)cc3)[C@@H](O)[C@H]2O)c(=O)n1,-5
CCN1C(=O)c2cccc3c(S(=O)(=O)N(C)C)ccc1c23,-3
CCOC(=O)C(Cc1ccnc2ccccc12)=NO,-3
O=C1c2ccccc2/C(=C\c2ccc(Br)nc2)N1c1ccccc1,-6
COc1ccc2c(c1OC)OCC2C (stereo unspecified),-6
COc1cccc(NC(=O)CSc2nnc3ccc(-c4ccccn4)nn23)c1,-2
CCc1nc2ccc(C(=O)Nc3cccc(OCC(=O)N(C)C)c3)cn2c1N(CC)CCN(C)C,-5
O=C(CC[C@H]1O[C@@H](n2ccc(=O)[nH]c2=O)[C@H](O)[C@@H]1O)N1CCN(c2ccccn2)CC1,-6
CC(=O)NC(c1ccccc1)c1nc(-c2csc3ccccc23)cs1 (stereo unspecified),-7
O[C@@H]1CN(CC2CCCCC2)[C@@H](c2ccc(Cl)cc2)C[C@H]1n1cc(C2CC2)nn1,-2
Cc1ccncc1CNC(=O)c1ccccc1,-5
CC1CCCC(C)N1C(=O)COC(=O)c1ccccc1C(=O)c1ccccc1 (stereo unspecified),-6
O=C(Nc1ccc2c(c1)OCCO2)C(CCc1ccccc1)N1CCC(Cc2ccccc2)CC1 (stereo unspecified),-8
Cc1ccc(N2CC(C(=O)OCC(=O)Nc3c(C)cccc3C)CC2=O)cc1 (stereo unspecified),-4
CC1(C(=O)NS(=O)(=O)c2ccc(Br)cc2)CCN1C(=O)CCc1cccs1 (stereo unspecified),-7
Cc1cc(C)nc(Nc2nc(C(N)Cc3ccc(Cl)cc3)cs2)n1 (stereo unspecified),-9
CC[C@]12c3[nH]c4ccc(Cl)cc4c3CCN1C(=O)[C@@H](CC(=O)NC/C=C(\C)CCC=C(C)C)C[C@@H]2C(=O)N1CCN(C(=O)C2CC2)CC1,-7
O=C1C(=O)c2ccccc2C(O)=C1CC=C(Cl)Cl,-4
COc1ccc(-c2cscc2N)cc1,-6

# Sorted by value in GalR3 antagonist (falling): some entries from above
Compound,GalR3 antagonist
Cc1cccc(C)c1NC(=O)C1(C)CSCC(=O)N1CCOc1ccccc1 (stereo unspecified),2
O[C@@H]1CN(CC2CCCCC2)[C@@H](c2ccc(Cl)cc2)C[C@H]1n1cc(C2CC2)nn1,-2
O=C1C(=O)c2ccccc2C(O)=C1CC=C(Cl)Cl,-4
Cc1ccncc1CNC(=O)c1ccccc1,-5
COc1ccc(-c2cscc2N)cc1,-6
O=C(OCc1cn([C@H]2C[C@H](c3ccc(Cl)cc3)N(C(=O)C3CCCCC3)C[C@@H]2O)nn1)c1ccccc1,-8

# Some of the entries above, set out differently.
structure | GalR3 antagonist
COc1ncccc1C(=O)N1CCCC(C(=O)Nc2cccc(-c3ccc(F)cc3)c2)C1 (stereo unspecified) | -6
C#CCOCCOCCOCCNc1nc(N2CCN(C(=O)Cn3cc(CCO)nn3)CC2)nc(N2CCN(C(=O)[C@H]([C@@H](C)CC)n3cc(CCCN=C(N)N)nn3)CC2)n1 | -1
CC(C)C1Cc2[nH]c(=S)[nH]c(=O)c2C(c2ccc(F)cc2)O1 (stereo unspecified) | -5
CCCS(=O)(=O)NC(=O)C1(C)CCCN(C(=O)c2cccs2)C1 (stereo unspecified) | 1
CC(=O)Nc1ccc(NC(=O)c2ccc(Cl)c(S(=O)(=O)N3CCc4ccccc43)c2)cc1 | -2
Cc1ccc(Cc2c(-c3ccco3)nc3c(C)cc(Br)cn23)cc1 | 34*

# Next entries
SMILES,GalR3 antagonist
CC1(C(=O)NCCc2c[nH]c3ccccc23)CCN1Cc1ccccc1OC(F)F (stereo unspecified),-8
CCCCn1cnc2c(SCc3ccccc3Cl)nc(N)nc21,0
C=C1CC(COc2cc(=O)oc3ccccc23)(c2ccccc2)OC1=O (stereo unspecified),2
CN(NS(=O)(=O)c1ccc([N+](=O)[O-])cc1)c1ccccc1,1
CC(C)(C)OC(=O)N1CCC2CCN(S(C)(=O)=O)CC21 (stereo unspecified),-3
O=C(C[C@H]1CC[C@@H](NC(=O)c2ccncc2)[C@@H](CO)O1)NCC1CC1,-4
Fc1ccc(-c2ccc3c(c2)C2CC3CCN2Cc2ccc3c(c2)OCO3)cc1 (stereo unspecified),-4

# Screening data (PubChem BioAssay)

# The list is partial; rates above refer to the full screens.
